Screens from PubChem BioAssay.
KKLEB tox = counter-screen for CF NF-kB inhibitors: cytotoxicity; activity change (cytotoxicity), % at 5 µM; KKLEB CF airway cells viability, ATPlite luminescence, overnight; active compounds read low; cells stimulated with P. aeruginosa culture filtrate; AID 602141; 360,000 compounds, 0.36% hits;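 active = corrected activity change at or below -50% at 5 µM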
TWEAK Fn14 block = blocks TWEAK-Fn14 interaction in a reporter cell assay; TWEAK-stimulated Fn14 reporter cells, luciferase luminescence, 8 h; 360,000 compounds, 2% hits; inhibition, % at 10 µM; in the data active = inhibition above about 50%
SRC3 inh = human NCOA3 inhibition; HEK293 GAL4-SRC3 luciferase reporter, luminescence; AID 588352; 360,000 compounds, 0.17% hits; inhibition, % at 3.6 µM;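 active = inhibition above a per-campaign cutoff, the mean of all compounds plus 3 SD, cut at about 60% in these data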;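 also: 0% = DMSO-treated cells and 100% = gossypol-treated cells at 36 µM; higher means less SRC3-driven luciferase light from the GAL4 reporter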
Shn3 inh set2 = reduces Shn3 3'UTR luciferase signal in osteoblasts; 360,000 compounds, 0.52% hits; Clone20 osteoblast Shn3 3'UTR firefly luciferase, 24 h; inhibition, % at 12.5 µM;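 active = mean inhibition of at least 75% with every replicate also reaching 75%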;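 also: 0% = median of neutral control wells and 100% = pilot-screen positive control compound; some compounds past the cut are filed as inactive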
NR5A2 inv ag = suppresses constitutive activity of human LRH-1; O00482; inhibition, % at 3.6 µM; AID 602396; HEK293T StAR-luciferase reporter, LRH-1 transfected, 24 h; 360,000 compounds, 0.13% hits;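 active = inhibition above the mean inhibition of all tested compounds plus 3 SD, cut at about 73% in these data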;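 also: 0% = DMSO wells and 100% = reporter-only cells lacking LRH-1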
SRC1 inh = human NCOA1 inhibition; Q15788; HEK293 GAL4-SRC1 luciferase reporter, luminescence; inhibition, % at 3.6 µM; 360,000 compounds, 0.12% hits;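 active = inhibition above the campaign mean plus 3 SD, with each screening campaign given its own cutoff, cut at about 60% in these data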;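 also: 0% = DMSO treated cells and 100% = gossypol at 36 µM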
Target sequence (Q15788 whole entry, looked up, the tested form may be a part): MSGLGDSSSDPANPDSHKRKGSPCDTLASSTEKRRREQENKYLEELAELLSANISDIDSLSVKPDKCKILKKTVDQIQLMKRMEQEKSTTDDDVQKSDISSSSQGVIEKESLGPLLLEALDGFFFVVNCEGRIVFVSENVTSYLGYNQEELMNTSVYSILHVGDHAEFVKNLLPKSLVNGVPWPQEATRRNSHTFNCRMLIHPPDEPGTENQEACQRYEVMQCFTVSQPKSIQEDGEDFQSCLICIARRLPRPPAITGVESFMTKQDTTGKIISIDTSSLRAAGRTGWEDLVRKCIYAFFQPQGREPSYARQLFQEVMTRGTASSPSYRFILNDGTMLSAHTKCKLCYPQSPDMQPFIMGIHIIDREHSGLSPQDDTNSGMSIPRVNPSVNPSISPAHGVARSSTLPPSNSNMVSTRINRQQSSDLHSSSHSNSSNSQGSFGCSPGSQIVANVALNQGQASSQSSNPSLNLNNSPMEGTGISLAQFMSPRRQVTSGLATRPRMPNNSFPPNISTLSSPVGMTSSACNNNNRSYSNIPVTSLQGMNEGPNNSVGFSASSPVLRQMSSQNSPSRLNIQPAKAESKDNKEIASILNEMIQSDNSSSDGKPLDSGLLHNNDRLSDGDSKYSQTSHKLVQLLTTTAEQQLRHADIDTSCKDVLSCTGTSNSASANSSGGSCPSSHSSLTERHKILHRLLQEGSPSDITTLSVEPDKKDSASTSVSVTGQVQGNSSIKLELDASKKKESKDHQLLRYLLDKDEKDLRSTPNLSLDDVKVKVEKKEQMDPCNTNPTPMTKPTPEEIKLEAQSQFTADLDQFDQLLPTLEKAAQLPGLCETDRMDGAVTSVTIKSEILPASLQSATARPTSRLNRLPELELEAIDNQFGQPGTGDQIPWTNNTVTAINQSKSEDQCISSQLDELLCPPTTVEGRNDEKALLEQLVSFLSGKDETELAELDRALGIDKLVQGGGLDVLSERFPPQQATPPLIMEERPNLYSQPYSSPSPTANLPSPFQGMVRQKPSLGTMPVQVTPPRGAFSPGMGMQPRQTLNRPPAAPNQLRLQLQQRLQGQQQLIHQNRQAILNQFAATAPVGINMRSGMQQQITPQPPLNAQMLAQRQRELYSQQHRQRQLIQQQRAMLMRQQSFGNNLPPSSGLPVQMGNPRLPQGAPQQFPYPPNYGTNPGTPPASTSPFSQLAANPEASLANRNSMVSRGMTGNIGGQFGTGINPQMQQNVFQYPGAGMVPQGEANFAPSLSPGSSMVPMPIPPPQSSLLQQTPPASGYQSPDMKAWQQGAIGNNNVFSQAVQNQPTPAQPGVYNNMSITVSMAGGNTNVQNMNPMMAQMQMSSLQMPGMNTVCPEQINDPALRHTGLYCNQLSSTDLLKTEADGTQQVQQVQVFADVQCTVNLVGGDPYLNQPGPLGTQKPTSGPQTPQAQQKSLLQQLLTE
TRAIL sens C8 = caspase-8 TRAIL sensitization; inhibition (viability loss, TRAIL sensitization), % at 10 µM; 360,000 compounds, 1% hits; NB7+C8 cells + TRAIL, ATPlite viability luminescence;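 active = compounds causing at least 50% loss of cell viability in the single-dose screen, relative to plate controls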
EBV LMP1 NFkB = reduces LMP1-driven NF-kappaB luciferase signal; 350,000 compounds, 0.69% hits; inhibition, % at 12.5 µM; LMP1-induced NF-kappaB luciferase reporter cells, luminescence; in the data active = inhibition above about 41%;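 also: 0% = neutral control wells and 100% = reference inhibitor control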
NR2F2 inh = inhibitors of human COUP-TFII (NR2F2) | HEK293T NGFI-A luciferase reporter, luminescence | inhibition, % at 8.6 µM | P24468 | 370,000 compounds, 0.7% hits | AID 686940;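 active = inhibition above a per-plate cutoff, mean inhibition of test wells between control levels plus 3 SD, cut at about 38% in these data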;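 also: cells cotransfected with COUP-TFII expression vector driving the NGFI-A reporter; 0% = median of COUP-TF2 test wells and 100% = reporter-only cells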
TROY signal inh = TROY signaling inhibition. inhibition, % at 10 µM. Q293 LMP1-TROYcd NF-kB luciferase reporter, 4 h. 360,000 compounds, 0.98% hits;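 active = compounds whose plate-normalised and pattern-corrected inhibition of the luciferase reporter signal at the single screening dose is 50% or more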
CF NFkB inh = cystic fibrosis NF-kB activation inhibition | inhibition, % at 5 µM | 360,000 compounds, 0.86% hits | KKLEB NF-kB-GFP reporter, PAF-induced, GFP fluorescence overnight;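 active = at least 50% inhibition at 5 µM, scaled per plate between neutral and stimulator controls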;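 also: PAF is a Pseudomonas aeruginosa culture filtrate used as stimulus; plate controls were PAF-stimulated DMSO wells for no effect and unstimulated DMSO wells for full effect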
Active calls of the source: *; nt = no result given.

SMILES	KKLEB tox	TWEAK Fn14 block	SRC3 inh	Shn3 inh set2	NR5A2 inv ag	SRC1 inh	TRAIL sens C8	EBV LMP1 NFkB	NR2F2 inh	TROY signal inh	CF NFkB inh
COc1cccc(-c2nn(C)c3sc(C(=O)NCc4ccc(C)cc4)cc23)c1	6.4	-3.5	2.4	10.0	3.4	-15.5	19.9	11.4	-5.5	-6.0	-34.4
COC(=O)c1c(-c2ccc(OC)cc2)sc2ccc(N3CCOCC3)cc12	-30.0	-53.7	-106.7	-13.4	-79.6	-97.8	12.7	-35.0	-40.3	-60.6	-2.8
COC(=O)Cn1ncc2c(C)n(Cc3ccccc3)c(C)c2c1=O	-6.8	-10.4	-50.4	-43.0	-90.8	-42.6	4.5	68.5*	-16.5	-43.2	1.9
CCNCc1cc(OCC)c(OCC(=O)NCCc2ccccc2)cc1Cl	4.2	26.6	15.1	30.0	-11.9	-2.4	4.4	-6.9	-2.0	13.8	-0.5
CCOc1ccc(/C(C)=N/N2C(=O)C(CC(=O)Nc3ccc(OC)cc3[N+](=O)[O-])SC2=Nc2cccc(C)c2C)cc1 (stereo not drawn)	-1.8	-14.1	-2.3	29.5	-13.9	-6.0	-15.6	2.6	-2.0	-17.6	0.7
Cn1c(-c2ccccc2)cc(=O)c2ccccc21	-15.8	22.1	5.3	-8.6	-6.1	-3.8	17.9	-3.9	8.1	9.7	12.1
O=c1[nH]c(CN2CCN(C/C=C/c3ccccc3)CC2)nc2ccccc12	-16.0	-6.2	11.2	32.2	-5.7	-33.4	-11.8	7.7	-6.5	2.0	18.7
CCC1=C2CC[C@H]3C(=O)N(c4ccccc4)C(=O)[C@H]3[C@H]2[C@@]2(C)C(=NCC3CC3)OC(=O)N2C1=O	15.7	-2.1	3.4	3.3	7.4	0.9	4.0	3.4	8.6	17.0	-28.5
O=C(/C=C/c1ccc([N+](=O)[O-])s1)N1CCN(c2ccccc2)CC1	-0.8	9.1	3.6	-3.8	13.3	-5.5	13.9	-13.1	5.5	-8.0	-11.5
CCOCCCNC(=O)C(Cc1ccccc1)NS(=O)(=O)c1cccc2nsnc12 (stereo not drawn)	-8.1	7.9	7.0	1.4	-0.8	-4.5	-0.5	3.1	16.8	29.1	-5.4
CC(=O)NC1=NN(C(C)=O)C(C)(c2ccc3ccccc3c2)S1 (stereo not drawn)	8.0	0.4	16.8	2.6	-12.7	5.0	1.6	-10.2	1.6	2.3	2.5
CCN(CC(=O)Nc1ccc(NC(C)=O)cc1)C(=O)Cc1ccc(Cl)c(Cl)c1	-3.0	4.1	-0.8	9.1	-5.7	5.4	4.3	7.9	21.8	6.3	-4.3
O=C(NCCC1=CCCCC1)c1ccc(Cl)c(S(=O)(=O)Nc2ccccc2)c1	4.4	37.4	-20.7	52.9	24.3	9.0	-6.9	5.0	13.3	36.0	16.9
O=c1c2ccccc2cnn1Cc1n[nH]c(=S)n1-c1ccccc1F	-1.6	2.0	8.9	-4.7	-11.0	7.8	-7.3	0.0	-8.1	-4.5	6.7
CC(C)c1ccc(-n2cccc2/C=C2/C(=N)N3C=CSC3=NC2=O)cc1	-5.2	54.8*	17.8	25.4	18.7	2.8	-2.5	2.5	-2.5	42.0	-9.4
COc1ccccc1N(Cc1cc(=O)[nH]c2ccccc12)C(=O)c1cccc([N+](=O)[O-])c1	-0.7	3.5	14.5	-0.6	-0.7	15.6	-18.1	-5.0	-3.3	16.1	-3.5
O=[N+]([O-])c1ccc(S(=O)(=O)NCC2CC3CCC2C3)cc1 (stereo not drawn)	-4.1	25.1	-5.6	2.7	7.2	6.8	-1.6	-3.8	-3.1	-9.1	-1.9
O=C(Cc1cccs1)Nc1ccc(F)cc1F	8.6	12.0	-14.7	-92.7	-17.4	-2.3	14.1	-1.4	15.4	-0.2	2.5
COc1ccc(-c2nc(C#N)c(N3CCCCC3)o2)cc1	-6.7	-16.7	-17.7	1.2	-7.9	0.7	3.3	-4.7	8.0	-26.8	-0.6
O=C(COc1ccccc1Br)NCc1ccccn1	-2.9	22.2	-26.9	-18.2	-57.9	-31.4	13.8	-8.3	-11.9	-44.2	-5.9
COc1ccc(C(CC(=O)O)N2C(=O)CCC2=O)cc1 (stereo not drawn)	-2.0	14.0	9.4	-12.5	1.2	-6.7	-8.0	2.4	13.6	-7.2	-10.5
Cc1ccc(-c2noc(CCC(=O)NCCN3CCOCC3)n2)cc1	3.2	3.0	14.7	-4.8	-9.0	-5.4	-8.4	4.6	-1.4	-8.8	3.9
CCn1nc(C(=O)OCC(=O)c2cc(C)n(Cc3cccs3)c2C)c2ccccc2c1=O	-2.8	10.4	-38.9	5.6	-11.3	-25.9	21.1	-18.0	-28.4	11.5	-2.6
Cc1nn2c3c(cnc2c1-c1ccccc1)C(=O)CC(c1ccco1)C3 (stereo not drawn)	-1.3	13.6	-7.7	-22.1	-3.5	-21.6	18.8	-9.8	15.2	-25.6	-15.9
O=C(CN1CCCC1)Nc1sc2c(c1C(=O)Nc1ccc(Br)cc1)CCC2	-1.7	-5.4	-30.0	-20.1	5.7	-12.1	-17.3	-4.9	-3.2	-8.0	-1.7
CC1CCCCC1NC(=O)C1CCN(C(=O)c2sccc2-n2cccc2)CC1 (stereo not drawn)	-3.9	9.5	-3.3	0.6	-8.5	-2.1	-25.6	-3.3	-27.8	8.5	-11.8
CC(NC(=O)CNC(=O)OCc1ccccc1)C(=O)N1CC(O)CC1C(=O)OCc1ccccc1 (stereo not drawn)	4.2	-0.3	0.6	1.6	-7.5	-8.2	-13.3	64.9*	0.9	14.0	4.4
Cc1ccc(CNc2nc(N)c([N+](=O)[O-])c(Nc3ccc(F)cc3)n2)cc1	0.7	-3.8	5.2	2.2	7.3	11.3	-8.9	8.1	-1.6	13.2	7.2
CC(C)[C@H](N)c1cn([C@@H](CC(N)=O)C(=O)N2CCNCC2)nn1	-19.4	10.2	-5.5	3.1	18.0	-1.3	-11.8	-6.2	2.2	-10.3	14.8
CC(C)C[C@H](NC(=O)OC(C)(C)C)C(=O)N[C@@H](CO)[C@H](O)[C@@H]1C[C@@H]1C(=O)N(C)C	9.5	11.3	-4.0	-2.3	6.6	-14.4	1.1	2.9	nt	1.1	-1.3
Cc1c(Cl)cccc1N1C(=O)C2ON(c3ccccc3)C(c3cccnc3)C2C1=O (stereo not drawn)	3.6	11.2	4.5	2.5	-4.0	5.2	11.7	-4.7	-3.3	-6.6	-9.7
O=C(c1cccs1)N1CCN(S(=O)(=O)N2CCCCC2)CC1	5.8	7.7	10.2	7.9	2.4	-6.2	-1.8	12.1	-10.2	6.5	-15.0
Cc1cc(C)cc(NC(=O)CSCc2nc3c(nnn3Cc3ccc(F)cc3)c(=O)[nH]2)c1	4.4	6.3	12.5	-5.3	21.9	4.1	5.8	7.5	15.2	-7.0	1.2
CCN(CC)CCN1C(=O)C(O)=C(C(=O)c2sc(C)nc2C)C1c1cccnc1 (stereo not drawn)	-2.7	18.1	2.6	-5.2	-7.2	-11.3	-2.9	-44.3	-7.2	-14.2	8.9
CNCC(=O)N(CC(C)C)c1c(N)n(CC(C)C)c(=O)[nH]c1=O	-8.9	-10.0	8.4	2.7	11.6	6.1	-3.0	-8.6	3.9	-3.9	10.3
Cc1cccc(-c2ccc(NC(=O)C3CCN(CC4CC4)CC3)cc2)c1	-6.9	0.6	-1.3	-24.8	0.5	-5.1	4.4	-34.4	1.4	-17.6	-2.5
CC1CC(C)CN(CC(O)COc2ccc3c(c2)CCC3)C1 (stereo not drawn)	-20.0	-0.3	8.7	8.0	-16.0	10.7	11.3	4.8	4.5	-10.4	-2.4
CCC(=O)NC(=S)Nc1ccc(NC(=S)NC(=O)c2ccc(C)cc2)cc1	-16.1	-29.4	-0.1	1.6	-10.0	-6.1	-2.5	-13.9	12.1	0.6	6.7
Cn1ccc2c(-c3cccc(C=O)c3)cc3c(c21)C1CCC3O1 (stereo not drawn)	-0.4	-8.8	9.3	1.2	-20.1	-8.1	2.9	nt	-3.1	28.1	1.0
CC(C)CN1CCC(=O)N(CCOc2ccccc2)CC1	-6.4	-17.5	-22.9	-31.0	-33.7	-31.3	12.7	-17.0	-14.1	-21.7	11.6
CN(C(=O)COC(=O)CNC(=O)C12CC3CC(CC(C3)C1)C2)c1ccccc1	12.7	-7.7	6.0	-10.5	-0.3	-31.5	3.3	4.2	-3.3	0.6	-9.3
CCOC(=O)CNC(=S)n1cnc(N)n1	1.8	7.5	8.8	-6.3	-21.1	9.5	4.1	10.2	15.2	1.6	11.3
CC(=O)C1C(c2ccc3ncccc3c2)NC(=O)NC1(O)C(F)(F)F (stereo not drawn)	5.4	-2.4	1.5	-97.4	-3.6	3.0	-21.4	4.7	-6.8	-10.7	4.6
COC1=CC(=O)OC12CCCCC2	13.9	-3.4	8.9	-14.2	1.4	-12.5	-2.7	4.4	6.3	6.9	8.1
CCCCCN(C(=O)CCC(=O)OCc1cccc(C(F)(F)F)c1)c1c(N)n(CCCC)c(=O)[nH]c1=O	-13.7	0.6	15.5	11.6	0.5	-3.1	-1.0	1.1	-0.5	-1.5	2.9
COc1ncnc2c1ncn2CCCNCc1ccc(C)o1	-4.8	-4.3	7.6	-21.6	-15.6	-0.9	-28.0	-1.8	-3.4	-4.8	-10.3
CN1CCN(NC(=O)CC(C)(C)C)CC1	2.9	3.1	6.0	-14.1	6.0	-0.5	32.3	7.3	-8.5	-3.6	-3.2
CC(=O)NC(Cc1cccc(C)c1)C(=O)NC1CCN(S(=O)(=O)c2ccccc2)CC1 (stereo not drawn)	-3.1	24.3	10.9	4.3	-1.6	4.5	-12.1	-1.1	-3.1	9.0	10.5
O=C(CSc1nnc(C2CC2)n1Cc1ccccc1)N1CCN(S(=O)(=O)c2ccccc2)CC1	8.4	2.2	-0.4	-2.2	-1.1	-9.6	-11.4	-1.9	-6.9	-1.3	7.8
O=C(CN1CCN(Cc2ccccc2)C1=O)NCc1cccs1	-25.1	-19.8	11.0	-3.2	-22.3	-57.2	-10.2	-1.1	-1.3	-11.4	-6.0
COc1cccc(NC(=O)N2CCCC2C(=O)NCC(C)C)c1 (stereo not drawn)	1.1	-3.5	-7.9	-4.6	-11.3	0.9	-13.2	4.0	-3.7	11.5	13.3
C=CCn1c(N)cc(=O)nc1SCC(=O)N1CCN(c2ccc(F)cc2)CC1	7.2	-16.3	11.4	6.0	15.5	8.8	-14.0	-4.8	2.4	4.1	0.3
CCC(=O)Oc1ccc(C(=O)Nc2ccc3c(c2)OCO3)cc1	-8.1	-11.0	-68.4	-95.8	-111.4	-68.1	35.0	-21.2	-20.8	0.3	2.2
COc1ccc(O)c(C(=O)c2cnn(C(=O)c3cc(C)oc3C)c2)c1	0.1	-15.1	-12.5	-22.1	6.9	-13.3	10.8	-13.2	-4.3	-45.4	8.4
CC(Oc1ccc(Cl)cc1Cl)C(=O)/C=C/N(C)C (stereo not drawn)	-15.3	-3.9	11.9	-5.0	6.3	-17.4	15.6	0.9	-4.1	-11.2	1.0

An excerpt; the hit share may differ from the screen's.
